# Bioassay records as filed in PubChem BioAssay.
# MBNL1 CUG block: blocks human MBNL1 binding to CUG repeat RNA. Potency, µM (titrated, usually from 57.5 µM), for inactives: top-dose activity change, negative = inhibition, most hits filed as inhibitors. Q9NR56. actives 0.036% (n = 280,000). TR-FRET MBNL1-His/biotin-(CUG)12 binding, 665/545 ratio; active = well fitted inhibition curve with a large enough effect in the signal ratio, with a control signal flat, not every such curve was filed as active; inconclusive = small, poorly fitted or top-dose-only effect, or effect the other way, or a change in a side signal; inactive = no such curve, though single readings can be large or run the other way; the % refers to the signal ratio; also: potency is read from the fitted curve at half-maximal effect; % is scaled to controls: 0 for no effect and ±100 for the full control effect
# Target sequence (Q9NR56 whole entry, looked up): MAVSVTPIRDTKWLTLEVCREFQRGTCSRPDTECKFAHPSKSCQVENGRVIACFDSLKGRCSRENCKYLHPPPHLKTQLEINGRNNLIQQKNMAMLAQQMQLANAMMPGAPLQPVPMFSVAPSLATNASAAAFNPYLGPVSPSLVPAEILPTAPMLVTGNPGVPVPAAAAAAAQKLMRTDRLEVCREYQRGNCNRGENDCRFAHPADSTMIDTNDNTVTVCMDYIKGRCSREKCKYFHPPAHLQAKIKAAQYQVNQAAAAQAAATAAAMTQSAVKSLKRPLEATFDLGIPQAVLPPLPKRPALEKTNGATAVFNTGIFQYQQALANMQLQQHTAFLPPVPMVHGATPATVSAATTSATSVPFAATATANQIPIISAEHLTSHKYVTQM
#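 TR-FRET between His-tagged MBNL1 and biotin-(CUG)12 RNA, detected with Tb anti-His antibody (0.055 ng/ul) and streptavidin-XL665 (5 nM), 60 min at room temperature. Compounds titrated 92 nM to 58 uM; 665/545 nm ratio normalized to buffer and complex controls.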
# Mito fusion act: inhibitors of mitochondrial division or activators of mitochondrial fusion; S. cerevisiae fusion-defective mutant growth rescue, CellTiterGlo 48 h; Potency, µM (doses to about 46.1 µM), without a hit: top-dose growth rescue (activation), most hits filed as activators; actives 0.23% (n = 320,000); AID 485298;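 also: potency is read from the fitted curve at half-maximal effect; % of control where 0% means no effect; nearly all actives have a fitted effect of over 45% in size; temperature-sensitive fusion mutants such as fzo1-1 at 37 °C on non-fermentable ethanol glycerol medium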
#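 S. cerevisiae fusion-defective temperature-sensitive mutants (e.g. fzo1-1, mgm1-5) grown 48 h at 37C in YPEG (ethanol/glycerol non-fermentable) medium with 23 nl compound per well; growth rescue read as CellTiterGlo luminescence.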
# Menin MLL FP TR: inhibitors of human menin-MLL interaction, mutant MLL peptide | Menin + Texas Red MLL mutant peptide, fluorescence polarization | actives 0.23% (n = 270,000) | Potency, µM (titrated, usually from 61.6 µM), for the others: top-dose FP activity change, negative = inhibition, most hits filed as inhibitors; active = well fitted inhibition curve with a large enough effect in the polarisation, with a control signal flat, not every such curve was filed as active; inconclusive = small, poorly fitted or top-dose-only effect, or effect the other way, or a change in a side signal; inactive = no such curve, though single readings can be large or run the other way; the % refers to the polarisation; also: potency is read from the fitted curve at half-maximal effect; % of control where 0% means no effect; many of its hits are not listed in these tables
# Target sequence (O00255 whole entry, looked up): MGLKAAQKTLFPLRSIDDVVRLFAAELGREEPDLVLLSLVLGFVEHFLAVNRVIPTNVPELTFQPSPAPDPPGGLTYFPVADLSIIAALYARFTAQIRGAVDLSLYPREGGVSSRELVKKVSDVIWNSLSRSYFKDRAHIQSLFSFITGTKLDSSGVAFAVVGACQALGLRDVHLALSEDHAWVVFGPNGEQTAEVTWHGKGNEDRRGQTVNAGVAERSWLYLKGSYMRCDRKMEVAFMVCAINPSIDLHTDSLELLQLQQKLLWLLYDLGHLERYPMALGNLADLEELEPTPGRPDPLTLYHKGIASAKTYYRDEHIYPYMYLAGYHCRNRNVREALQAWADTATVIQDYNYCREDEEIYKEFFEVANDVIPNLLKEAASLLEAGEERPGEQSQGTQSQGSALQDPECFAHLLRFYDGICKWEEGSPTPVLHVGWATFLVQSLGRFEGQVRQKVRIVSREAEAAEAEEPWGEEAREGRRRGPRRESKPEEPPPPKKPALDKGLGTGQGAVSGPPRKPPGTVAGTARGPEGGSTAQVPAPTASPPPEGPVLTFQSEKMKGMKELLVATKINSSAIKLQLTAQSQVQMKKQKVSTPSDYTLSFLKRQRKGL
# Rab9 promoter act: activates the Rab9 promoter; Huh7 Rab9 promoter-luciferase reporter, luminescence, 24 h; Potency, µM (highest dose often 9.22 µM), without a hit: at the top dose activation, negative = inhibition, usual class: activators; actives 2.8% (n = 320,000); also: potency is read from the fitted curve at half-maximal effect; % of control where 0% means no effect; nearly all actives have a fitted effect of over 60% in size
#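 Huh7 reporter line, Rab9 promoter upstream of luciferase. Compound exposure 24 h at 37 °C in reduced-serum medium with 10% FBS. Read-out: luminescence.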
# FLuc counter: counter-screen for miR-21 project: firefly luciferase inhibitors or activators; P08659; purified FLuc, Km substrates, luminescence inhibition; Potency, µM (titrated, usually from 57.5 µM), for inactives: top-dose activity change, negative = inhibition, hits mostly inhibitors; actives 6.9% (n = 360,000);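 also: potency is read from the fitted curve at half-maximal effect; plate controls were vehicle for no effect and reference inhibitor for full effect; nearly all actives have a fitted effect of over 55% in size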
#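 Purified P. pyralis luciferase, 10 nM final, with Km-level 10 uM D-luciferin and 10 uM ATP in 50 mM Tris acetate pH 7.5, 10 mM Mg acetate, 0.01% Tween-20, 0.05% BSA; 6-point qHTS titration about 60 µM downward; luminescence read.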
# ELG1 DNA repair: blocks ELG1-dependent DNA repair in HEK293T cells. HEK293T ELG1-luciferase reporter, luminescence, 16 h; DNA damage induced by 5-fluorouridine. Potency, µM (highest dose often 46.1 µM), inactives show top-dose activity change, negative = inhibition, actives largely listed as inhibitors. actives 2.3% (n = 330,000); also: potency is read from the fitted curve at half-maximal effect; % is scaled to controls: 0 for no effect and ±100 for the full control effect; nearly all actives have a fitted effect of over 55% in size
#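 Cells (2,000 per well) received 5-fluorouridine plus test compound or DMSO and were incubated 16 hr at 37 °C, 5% CO2. Luciferase activity was read by luminescence 30 min after ONE-Glo addition; signal suppression marked inhibition of damage-induced ELG1 function.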
# KCNH2 3.1 inh: KCNH2 3.1 (human) potassium channel inhibition. U2OS KCNH2 3.1, thallium flux FluxOr; hits give low values. activity change, % (tested at about 1.8 µM). actives 0.95% (n = 340,000). AID 720553;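 active = maximum activity change below -70%; inconclusive = maximum activity change from -70% to -50%; inactive = maximum activity change above -50%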;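 also: thallium influx rate constant from kinetic fluorescence after stimulation buffer; % is scaled to controls: 0 for no effect and ±100 for the full control effect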
#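 Steps: virus added to U2OS suspension (4 h, RT, dark); medium with 10% FBS added, cells plated, 37 C overnight; FluxOr/Red40 loading buffer 45 min RT; stimulation buffer, 2 min kinetic read; rate constant normalized.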
# PKM2 activator: increases activity of human pyruvate kinase M2; P14618; purified PKM2, Kinase-Glo ATP luminescence, activation; response scale: 0% is enzyme alone, no compound; Potency, µM (titrated, usually from 57.5 µM), for inactives: at the top dose activation, usual class: activators; actives 0.34% (n = 260,000); AID 1631; also: potency is read from the fitted curve at half-maximal effect; % is scaled to controls: 0 for no effect and ±100 for the full control effect; nearly all actives have a fitted effect of over 55% in size
#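 ATP formation by purified human PK-M2, quantified via coupled luciferase luminescence after 1 h at room temperature with 0.1 mM ADP and 0.5 mM PEP final.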
# Gal4-VP16 FLuc: inhibits Gal4-VP16 luciferase reporter, ROR gamma counter-screen | Drosophila S2 Gal4-VP16 UAS-luciferase, luminescence, 20 h | Potency, µM (top dose mostly 53.6 µM), without a hit: at the highest dose activity, negative = inhibition, actives largely listed as inhibitors | actives 3.5% (n = 310,000);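 also: Gal4-VP16 expression switched on by copper sulfate through the metallothionein promoter; potency is read from the fitted curve at half-maximal effect; % is scaled to controls: 0 for no effect and ±100 for the full control effect; nearly all actives have a fitted effect of over 50% in size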
# RORgamma inh: ROR gamma (mouse) transcription inhibition; P51450; Drosophila S2 Gal4-RORgamma UAS-luciferase reporter, 20 h; Potency, µM (titrated, usually from 53.6 µM), for inactives: at the top dose activity change, negative = inhibition, actives largely listed as inhibitors; actives 5.4% (n = 310,000); AID 2551; also: potency is read from the fitted curve at half-maximal effect; % is scaled to controls: 0 for no effect and ±100 for the full control effect; nearly all actives have a fitted effect of over 60% in size
#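 Luminescence from a UAS-regulated Photinus luciferase reporter in stably transfected Drosophila Schneider cells is measured; decreased signal marks ROR gamma inhibition. Fusion expression is induced by 700 uM copper sulfate for 20 hr.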
# NPC1 promoter act: activates the NPC1 promoter; Huh7 NPC1 promoter luciferase reporter, 24 h; Potency, µM (doses to about 9.22 µM), for the others: at the highest dose activation, actives largely listed as activators; actives 2.4% (n = 320,000); AID 485313;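 also: potency is read from the fitted curve at half-maximal effect; % of control where 0% means no effect; nearly all actives have a fitted effect of over 60% in size; reporter is driven by a mutant NPC1 promoter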
#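 Stably transfected Huh7 (NPC1 promoter→luciferase), 1500 cells/well in Opti-MEM + 10% FBS, 2 h settle, then compound 24 h at 37 °C. Luminescence after 10 min with Amplite reagent.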
# Starred values were filed as active, the others as inactive; ? = inconclusive; nt = not tested or not shown; & = joins results of further samples; [ ] = remark or other dose. Unless noted, calls follow the shape of the dose curve; as a rule, active = well fitted curve in the direction sought with a large enough effect; inconclusive = small, poorly fitted or top-dose-only effect, or another doubt; inactive = no such curve, though single readings can be large; an effect the other way counts as inactive or inconclusive. Not all compounds are listed; count on the stated rates, not on these rows.
SMILES,MBNL1 CUG block,Mito fusion act,Menin MLL FP TR,Rab9 promoter act,FLuc counter,ELG1 DNA repair,KCNH2 3.1 inh,PKM2 activator,Gal4-VP16 FLuc,RORgamma inh,NPC1 promoter act
Cc1ccccc1C(=O)NC1CCN(CC(=O)N2CCCCC2C)CC1 (stereo not given),5%,2%,nt,-2%,-1%,-12%,-6,nt,-16%,-12%,-5%
COc1ccc(Cc2nc3ccc(C(=O)N4CCCC4)cc3o2)cc1,-5%,2%,nt,2.2µM*,13µM*,?,-7,1%,24%,25%,3.2µM*
COC(=O)c1sccc1NC(=O)c1csc(C)c1,?,20%,7%,5%,-2%,?,5,0%,9%,?,-4%
CCCCOc1ccc(C(=O)NCC(=O)NCC(=O)OCC)cc1,-7%,-4%,6%,-11%,-4%,-1%,15,-17%,26%,24%,5%
CN(CC(=O)Nc1ccc(Cl)c(Cl)c1)CC(=O)Nc1ccc2c(c1)OCO2,nt,11%,nt,2%,-11%,-13%,-12,nt,nt,nt,0%
Cc1ccc(S(=O)(=O)Nc2ccc3c(c2)nc(CCN2CCN(c4ccccn4)CC2)n3C)cc1,-21%,5%,0%,-9%,0%,-14%,-96*,nt,3%,-2%,-1%
O=c1cc(NC2CCCCCC2)[nH]c(=O)[nH]1,1%,1%,29%,-1%,-3%,3%,1,-11%,-2%,3%,-4%
CCOc1ccc(C(C)=O)cc1COC(=O)C1=COCCO1,-1%,-2%,-5%,-5%,-1%,20%,-20,-6%,-13%,-25%,1%
O=C(N/N=C/C=C\c1ccc([N+](=O)[O-])cc1)c1cccnc1,?,-3%,nt,-4%,6%,-4%,-5,-4%,?,5.6µM*,-4%
Cc1ccc(-n2nnnc2-c2ccco2)cc1,-15%,-6%,0%,-2%,4%,13%,-1,-9%,-11%,25%,-4%
COCCNC(=O)C(=O)N/N=C/c1ccccc1C(F)(F)F,5%,-5%,-18%,-2%,3%,10%,-4,1%,1%,?,-1%
O=C(Nc1ccccc1O)c1cc(S(=O)(=O)N2CCOCC2)c(Cl)cc1Cl,?,0%,2%,0%,1%,?,-7,1%,-5%,?,1%
CCOC(=O)c1ccc(NC(=O)CSc2nnc(-c3cccs3)n2C)cc1,-4%,7%,-3%,14%,-17%,2%,6,-1%,1%,10%,11%
NC1=NC[C@H](Cc2ccc(O)cc2)N1CCc1cc(C(F)(F)F)cc(C(F)(F)F)c1,-1%,-6%,nt,1%,0%,0%,nt,-3%,-1%,-41%,0%
CN(C(=O)COC(=O)Cn1cnc2c1c(=O)n(C)c(=O)n2C)C1(C#N)CCCCC1,nt,-3%,nt,3%,3%,12%,-4,nt,nt,nt,0%
COCCCNC(=O)C(Cc1ccccc1)NS(=O)(=O)c1ccc2c(c1)c(=O)n(C)c(=O)n2C (stereo not given),-4%,2%,-18%,-8%,0%,7%,-10,-3%,1%,17%,0%
O=C(Cn1cnc2ccccc21)Nc1cccc([N+](=O)[O-])c1,nt,1%,-17%,-4%,0%,?,-4,?,?,?,2%
COc1ccc(C(=O)N/N=C/c2ccc(OC)c(CN3CCCc4ccccc43)c2)cc1,nt,2%,15%,7%,-14%,?,-5,2%,?,?,-6%
Cc1cc(C)c2c(n1)SCC(=O)N2CC(=O)Nc1ccc(C)c(C)c1,-6%,-2%,2%,2%,1%&12%,18%,-130*,-19%,-1%,10%,2%
O=C(Nc1cccnc1Cl)c1noc2c1CCc1ccccc1-2,-2%,-5%,-11%,3.2µM*,?,?,10,1%,8%,8%,2.5µM*
Cc1ccc(S(=O)(=O)N(C)C)cc1NC(=O)C(C)OC(=O)c1ccc2c(c1)OCCO2 (stereo not given),-6%,1%,nt,9%,?,-3%,21,4%,-11%,0%,2%
CCOc1ccc(CCNC(=O)COC(=O)CSc2ccccc2C)cc1OCC,-4%,-1%,nt,4%,0%,23%,-19,-9%,4%,-14%,1%
N#C/C(=C\c1ccc(O)c(O)c1)C(=O)Nc1ccccc1,nt,1%&-1%,?,-21%[46.1 µM],?,?,-6,nt,?,?,23%[46.1 µM]
O=C(NCCc1ccccc1)C1CCN(S(=O)(=O)N2CCCCC2)CC1,3%,1%,9%,0%,1%,-1%,-13,nt,2%,-11%,-4%
[O-][n+]1c2ccc3nonc3c2nn1-c1ccccc1Cl,?,1%,2%,-8%,1%,22%,5,8%,-24%,11%,1%
COc1cc(-c2cc(C(=O)Nc3c(Cl)cc(Cl)cc3Cl)c3ccccc3n2)cc(OC)c1OC,nt,-3%,9%,-2%,0%,5.2µM*,-1,-9%,-7%,34%,0%
COc1ccc(CCNC(=O)CSc2nnc(CNC(=O)c3c(F)cccc3Cl)o2)cc1OC,-4%,2%,nt,0%,0%,2%,1,nt,-8%,-18%,3%
CC(C)=CCCC(C)CN(C)CCc1ccccn1 (stereo not given),-2%,0%,2%,-4%,3%,-8%,1,-1%,-3%,-19%,-1%
COc1ccccc1NC=C1C(=O)OC2(CCCCC2)OC1=O,5%,-1%,-3%,-10%,?,0%,-4,4%,9%,19%,-2%
COc1ccc(CC(=O)N/N=C(\C)c2cccs2)cc1OC,8%,2%,nt,0%,1%,?,-2,4%,2%,-33%,-1%
CC(C)CCCC(C)NS(=O)(=O)Cc1ccccc1 (stereo not given),-5%,3%,?,-1%,10%,-13%,-17,0%,-26%,?,-4%
Cc1nn(Cc2c(F)c(F)c(F)c(F)c2F)c(C)c1NC(=O)c1c([N+](=O)[O-])c(C)nn1C,1%,-1%,0%,-2%,1%,-4%,10,-3%,-15%,6%,0%
Cc1ccc(C)c2[nH]c(=O)c(CN(Cc3nnnn3C3CCCCC3)CC3CCCO3)cc12 (stereo not given),?,0%,-17%,7%,-6%,?,1,18%,-21%,38%,2%
CCC(=N\NC(=O)COc1ccccc1OC)/C(CC)=N/NC(=O)COc1ccccc1OC,nt,-2%,nt,-5%,3%,12%,17,nt,nt,nt,0%
C=CCOc1ccc(CN(C)CC(=O)N(CC(C)C)c2c(N)n(CC(C)C)c(=O)[nH]c2=O)cc1,-4%,-3%,-2%,-2%,2%,22%,-10,5%,12%,6%,-1%
COc1cc(OC)cc(C(=O)NNC(=O)C(=O)Nc2cc(OC)c(Cl)cc2OC)c1,-4%,10%,42%[activator],-3%,3%,-16%,50,-1%,-2%,7.9µM*,0%
CC1(C)Cc2nc3scc(NC(=O)c4ccccc4)c3cc2CO1,-1%,-7%,nt,0%,11µM*,-5%,-10,-2%,-5%,8%,-3%
Cc1nnc(SCC(=O)N(C)CC(=O)Nc2ccccc2Cl)s1,nt,-3%,nt,-3%,3%,?,-23,nt,nt,nt,-7%
CCc1cc2c(SCC(=O)Nc3ccc(NC(C)=O)cc3)ncnc2s1,nt,-1%,nt,2%,3%,?,20,nt,nt,nt,3%
COc1cccc(-c2cc(C(F)(F)F)nc(NCc3ccco3)n2)c1,4%,1%,3%,1%,4%,?,-30,8%,-15%,46%,1%
O=C(NNC(=O)C12CC3CC(CC(C3)C1)C2)c1ccco1,0%,3%,-6%,0%,-5%,15%,6,-11%,0%,-1%,-7%
Cc1c(C(=O)N2CCOCC2)[nH]c2c1C(=O)CC(c1ccc(Cl)cc1)C2 (stereo not given),2%,-1%,13%,5%,-2%,-8%,-4,7%,0%,?,-3%
Nc1nonc1-n1nnc(C(=O)N/N=C/c2ccc(OCc3ccccc3)cc2)c1CNc1ccccc1,1%,2%,nt,6%,4%,25%,0,nt,?,11µM*,4%
Cc1ccc(C(=O)Nc2nc3c(s2)CCCC3)o1,-2%,-1%,1%,1µM*,1.7µM*,?,-3,-35%,?,?,3.2µM*
O=C(O)c1cc(-c2cccnc2)nc2ccc(Br)cc12,228%[activator],-5%,0%,-2%,?,-6%,2,-3%,-4%,-6%,-7%
CC1Sc2ccc(S(=O)(=O)CCC(=O)N(C)Cc3ccccc3)cc2NC1=O (stereo not given),6%,9%,2%,-2%,-1%,-4%,8,1%,-9%,?,0%
COc1ccc(NC(=O)NCCC2=CCCCC2)cc1,-1%,-2%,-4%,2.8µM*,?,?,16,-6%,-5%,-1%,4µM*
O=C(Nc1ccc2nc3n(c(=O)c2c1)CCCCC3)c1ccccn1,2%,0%,-1%,1.1µM*,7.6µM*,?,14,-6%,?,-31%,1.6µM*
